ABHD4 inh = ABHD4 (mouse) inhibition, primary FP screen; Q8VD66; purified mABHD4, FP-Rh probe fluorescence polarization; inhibition, % at 8.92 µM; actives 0.54% (n = 370,000); AID 720543;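 active means inhibition exceeding the mean over every tested compound plus 3 SD, cut at about 30% in these data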;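 further: 0% = plate median of compound wells and 100% = S159A mutant with DMSO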
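Test system: mABHD4 protein; Read-out basis: % inhibition; Incubation: 45 min + 60 min at 25 °C; Repeats: single replicate; Technique: fluorescence polarization with parallel and perpendicular emission, 525/598 nm; Compound: 8.92 µM, single dose; Benchmarks: full inhibition S159A mutant plus DMSO, zero as sample-well median.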
Rev-erbA mod = Rev-erb alpha (human) modulation | P20393 | Rev-erbα–FITC-DNA binding, fluorescence polarization, 90 min | activity, % at 10 µM | actives 0.79% (n = 370,000);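 active means activity above about 14%, limit read from the data; passing the limit was not always enough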;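 further: 0% = DMSO wells with 35 nM protein and 100% = DMSO wells with 750 nM protein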
PRMT1 FP inh = inhibitors of human PRMT1. Q99873. recombinant PRMT1, activity-based probe fluorescence polarization. inhibition, % at 2.79 µM. actives 1.3% (n = 370,000);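 active means inhibition above about 21% made by adding two undisclosed values, limit read from the data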
TCR CD3 inh = human TCR-CD3 binding inhibition; actives 0.37% (n = 360,000); inhibition, % at 9.4 µM; TAMRA-labeled TCR probe fluorescence, biochemical; AID 651800; in the data active means inhibition above about 19%;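 further: recombinant mutant TCR 2C K166C tagged with TAMRA read by polarization; 0% = receptor in buffer alone and 100% = receptor with positive control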
TDP2 inh = TDP2 (human) inhibition, absorbance primary screen | O95551 | actives 0.34% (n = 370,000) | inhibition, % at 12.8 µM | AID 720702 | recombinant TDP2, T5PNP hydrolysis, p-nitrophenol absorbance 415 nm;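 active means inhibition above the mean of all tested compounds plus 3 SD, set per campaign, cut at about 25% in these data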;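 further: 0% = DMSO with enzyme and 100% = buffer with substrate but no TDP2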
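Test system: Human TDP2 enzyme | Reagent: 5 mM T5PNP | Compound dosing: 12.8 µM single point, 1% DMSO | Incubation: Enzyme reaction with compound for 2 h at 37 °C | Technique: p-Nitrophenol epi absorbance | Read-out: % inhibition relative to enzyme-containing and enzyme-free wells | Benchmarks: High control without enzyme, low control DMSO plus TDP2 | Replicates: Singlicate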
PG9 binder = binds the HIV-1 gp120 antibody PG9; actives 0.43% (n = 360,000); TR-FRET gp120-PG9 antibody binding; inhibition, % at 6.7 µM; in the data active means inhibition above about 8.5%
LEDGF integ inh = blocks HIV-1 LEDGF/p75-dependent DNA integration. TR-FRET IN-LEDGF/p75 DNA integration, Eu/Cy5. inhibition, % at 3.7 µM. actives 0.64% (n = 370,000);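 active means inhibition above the screen-wide mean plus 3 SD, cut at about 13% in these data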;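 further: signal is the Cy5 over europium emission ratio at 671 and 618 nm; 0% = plate median of compound wells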
HTRA1 inhibitor = blocks human HTRA1 serine peptidase; Q92743; AID 504803; inhibition, % at 5.96 µM; recombinant HTRA1, FP-rhodamine activity-based probe, fluorescence polarization; actives 0.5% (n = 340,000); in the data active means inhibition above about 36%;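 further: 0% = enzyme with DMSO and 100% = wells lacking enzyme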
Target sequence (Q92743 whole entry, looked up): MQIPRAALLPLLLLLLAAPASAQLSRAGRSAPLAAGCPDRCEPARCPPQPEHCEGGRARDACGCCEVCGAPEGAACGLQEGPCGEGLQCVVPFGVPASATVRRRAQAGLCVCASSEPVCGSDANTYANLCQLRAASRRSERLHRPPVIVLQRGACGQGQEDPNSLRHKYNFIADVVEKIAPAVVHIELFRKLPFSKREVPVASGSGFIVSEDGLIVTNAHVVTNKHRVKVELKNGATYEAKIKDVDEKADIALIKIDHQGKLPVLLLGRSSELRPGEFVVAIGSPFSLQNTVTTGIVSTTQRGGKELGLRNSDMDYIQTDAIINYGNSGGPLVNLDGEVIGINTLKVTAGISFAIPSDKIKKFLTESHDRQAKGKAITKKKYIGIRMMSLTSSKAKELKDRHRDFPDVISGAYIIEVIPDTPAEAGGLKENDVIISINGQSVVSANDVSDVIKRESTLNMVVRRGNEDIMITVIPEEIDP
rCAG binder = molecules binding r(CAG) RNA repeats | r(CAG) RNA repeat, TO-PRO-1 dye displacement fluorescence | inhibition, % at 3 µM | actives 1.3% (n = 370,000) | AID 651821;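 active means inhibition above the plate cutoff, the mean of all test compounds on that plate plus 3 SD, cut at about 35% in these data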;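 further: 0% = DMSO alone and 100% = 100 µM mitoxantrone as full dye displacement; higher means more dye released from RNA so lower well fluorescence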
SIAE inh = inhibitors of human sialic acid acetylesterase SIAE; SIAE FP-Rh probe binding, fluorescence polarization; Q9HAT2; inhibition, % at 9.66 µM; actives 0.69% (n = 370,000);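 active means inhibition above a cutoff: mean of compounds within the control limits plus 3 SD of those, cut at about 17% in these data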;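 further: 0% = plate median of compound wells and 100% = probe without SIAE protein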
Target sequence (Q9HAT2 whole entry, looked up): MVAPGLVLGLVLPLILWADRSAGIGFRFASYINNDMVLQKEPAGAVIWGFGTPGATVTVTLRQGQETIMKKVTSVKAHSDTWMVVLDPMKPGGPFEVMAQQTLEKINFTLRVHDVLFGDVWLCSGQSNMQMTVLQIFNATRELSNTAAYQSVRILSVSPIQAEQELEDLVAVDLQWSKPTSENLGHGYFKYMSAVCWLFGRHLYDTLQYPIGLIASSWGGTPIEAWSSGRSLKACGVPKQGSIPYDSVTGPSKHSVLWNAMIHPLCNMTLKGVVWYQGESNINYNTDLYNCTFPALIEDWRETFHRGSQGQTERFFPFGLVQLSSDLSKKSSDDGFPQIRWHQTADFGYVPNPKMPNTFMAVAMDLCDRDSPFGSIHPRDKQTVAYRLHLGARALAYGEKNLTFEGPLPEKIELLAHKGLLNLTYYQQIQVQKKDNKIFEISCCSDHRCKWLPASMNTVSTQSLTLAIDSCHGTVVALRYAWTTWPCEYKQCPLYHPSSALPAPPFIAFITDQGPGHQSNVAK
* = called active by the depositor; . = no result given.

SMILES	ABHD4 inh	Rev-erbA mod	PRMT1 FP inh	TCR CD3 inh	TDP2 inh	PG9 binder	LEDGF integ inh	HTRA1 inhibitor	rCAG binder	SIAE inh
COc1ccccc1N=Nc1c(C)[nH]n(-c2ccccc2)c1=O	-1	1	1	-3	7	-1.4	3	5	-1	4
CCCCOc1ccc(N2C(=O)C(C)CNC2=S)cc1 (stereo not given)	0	0	4	-10	13	0.1	-2	-2	0	0
COc1ccc(-c2cc(C(F)(F)F)n3nc(C(N)=O)cc3n2)cc1	5	-1	-1	4	4	-0.3	-1	4	2	-1
CN(CC(=O)Nc1ccccc1C(F)(F)F)C(=O)Cc1ccccc1F	-1	-3	-3	6	15	-1.9	1	-5	-2	3
COc1ccc(-c2csc(Cc3nnc4n3CCCCC4)n2)cc1	-3	-6	0	6	5	0.0	-1	-1	-1	1
CCc1nnc(NC(=O)Cc2cccs2)s1	9	-3	7	-1	-7	-1.6	2	4	14	-1
O=C1OCCC1Sc1nnc(-c2ccc3c(c2)OCO3)o1 (stereo not given)	0	-1	-7	3	-11	-1.9	3	1	-3	5
O=C(OC12CCCN(C1)/C(=C/c1ccccc1)C2)c1ccc(F)cc1 (stereo not given)	-5	7	0	.	-9	.	-4	.	8	0
Cc1ccccc1Nc1nc(N)nc(COC(=O)c2ccccc2)n1	1	-2	-2	4	1	-1.7	4	3	0	-3
O=C(c1cc2nc(-c3ccc(Cl)cc3)cc(C(F)(F)F)n2n1)N1CCOCC1	2	-1	0	-3	-14	-3.6	2	-2	0	2
O=C(NCCN1CCC(n2c(=O)[nH]c3ccccc32)CC1)c1c(F)cccc1F	3	-2	1	-5	5	-0.6	-3	.	0	-2
O=C(c1ccc(Cl)c(S(=O)(=O)N2CCCCCC2)c1)N1CCN(c2ccccn2)CC1	-1	1	-1	2	-1	1.0	0	-7	-7	-8
Cc1ccc(NC(=O)C2(C)Cc3ccccc3C(=O)O2)cc1 (stereo not given)	5	2	2	-7	-2	-0.7	-2	-2	-1	7
CC(C(=O)Nc1ccc(S(=O)(=O)N2CCCC2)cc1)N1CCN(C(=O)c2ccco2)CC1 (stereo not given)	-3	5	6	-4	-2	0.9	-2	-5	4	-4
CC(=O)NCCc1cnc[nH]1	-5	2	0	4	10	-2.5	2	2	-1	-4
O=c1oc(-c2ccccc2)nc2sc3c(c12)CCC3	7	-34	2	16	10	-0.9	11	-21	21	0
CCN1CCN(CCNC(=O)c2cn(C(C)c3ccccc3F)nn2)CC1 (stereo not given)	-2	-2	1	-1	-2	0.1	-2	2	-5	3
O=C(O)CCC(=O)NN1C(=O)c2ccccc2NC1c1ccco1 (stereo not given)	-3	2	-5	6	10	0.9	1	13	-6	7
Cc1ccc(N2CCN(C(=S)Nc3ccc(Cl)cc3)CC2)cc1	2	-3	0	-2	6	0.0	0	6	0	1
OC(c1ccccc1)(c1nc(/C=C/c2ccccc2)cs1)C(F)(F)F (stereo not given)	-33	0	3	3	-7	-1.1	-2	.	3	-14
O=C1Nc2ccccc2/C1=C\c1cccn1-c1ccc(OC(F)(F)F)cc1	1	3	4	0	-4	-3.0	-1	-11	3	2
Cc1cccc(NC(=O)NC2CC3CCC(C2)N3Cc2ccco2)c1 (stereo not given)	0	-3	-1	3	-6	1.3	-4	-4	1	-7
COc1ccc2c(-c3ccccc3)cc(SCC(=O)N(C)C3CCS(=O)(=O)C3)nc2c1 (stereo not given)	-11	6	4	1	2	2.0	2	-33	2	-6
COc1cccc(C(=O)Nc2cc(C(F)(F)F)ccc2Cl)c1	-3	-1	-1	9	0	-0.6	0	-23	-2	4
Cc1ccc(C2=NN3C(=O)c4ccccc4C3C2)cc1 (stereo not given)	-2	-5	3	-8	-8	-1.0	-7	2	-1	13

Three compounds picked at random from the list so far, as already listed:
SMILES	ABHD4 inh	Rev-erbA mod	PRMT1 FP inh	TCR CD3 inh	TDP2 inh	PG9 binder	LEDGF integ inh	HTRA1 inhibitor	rCAG binder	SIAE inh
COc1ccc(-c2csc(Cc3nnc4n3CCCCC4)n2)cc1	-3	-6	0	6	5	0.0	-1	-1	-1	1
CCCCOc1ccc(N2C(=O)C(C)CNC2=S)cc1 (stereo not given)	0	0	4	-10	13	0.1	-2	-2	0	0
O=C1Nc2ccccc2/C1=C\c1cccn1-c1ccc(OC(F)(F)F)cc1	1	3	4	0	-4	-3.0	-1	-11	3	2

An excerpt from above, showing only Rev-erbA mod, ABHD4 inh and PRMT1 FP inh.
smiles,Rev-erbA mod,ABHD4 inh,PRMT1 FP inh
CCc1nnc(NC(=O)Cc2cccs2)s1,-3,9,7
O=C(O)CCC(=O)NN1C(=O)c2ccccc2NC1c1ccco1 (stereo not given),2,-3,-5

Other structures:
SMILES	ABHD4 inh	Rev-erbA mod	PRMT1 FP inh	TCR CD3 inh	TDP2 inh	PG9 binder	LEDGF integ inh	HTRA1 inhibitor	rCAG binder	SIAE inh
CCOc1cc(-c2ccccc2)nc2c1CN(S(=O)(=O)c1ccc(C)cc1)C(c1cccc(Cl)c1)C2 (stereo not given)	0	-1	1	1	3	0.0	-1	.	3	0
NC(=O)c1oc2ccccc2c1NC(=O)Cc1ccccc1	0	1	2	-3	-18	-1.0	-3	-3	0	1
CCc1nc(SCC(=O)Nc2cccc3ccccc23)[nH]c(=O)c1C	3	-5	2	-6	12	-0.7	0	1	3	6
COc1ccc(Cl)cc1NC(=O)COC(=O)C(CC(C)C)N1C(=O)C2CC=CCC2C1=O (stereo not given)	-15	8	-1	9	-18	-0.5	-3	-38	0	-9
CCn1c(SCc2ccccc2)nnc1-c1cccnc1	-3	-2	-6	7	1	-0.5	3	2	-4	2
COc1ccc2c(Cl)c(C(=O)N/N=C/c3ccc4c(c3)OCO4)sc2c1	-10	7	0	7	0	-1.2	1	-6	6	-18
COc1cc(C(=O)Nc2ccc(Br)cc2C(=O)c2cc(OC)c(OC)c(OC)c2)cc(OC)c1OC	-7	-2	-2	-1	-10	-1.8	6	5	2	-3
O=C1C2C3C=CC(O3)C2C(=O)N1N=C1CCCCC1 (stereo not given)	-15	0	9	-3	-5	-0.6	-3	3	1	-2
CCc1nc2ccc(C(=O)Nc3cc(-c4ccccc4)ccc3OC)cn2c1N(C)CCCc1ccccc1	16	-1	-1	0	2	0.7	0	.	11	1
CC(C)(C)CC(=O)NC(=S)Nc1ccccc1[N+](=O)[O-]	2	1	3	-3	-1	-1.1	-1	2	-7	-5
O=C(Nc1nccs1)C1CCCCN1S(=O)(=O)c1ccccc1 (stereo not given)	-2	-3	-4	-1	2	-0.9	0	3	-3	2
CCCCCCCNC1=CC(=O)CC(c2ccco2)C1 (stereo not given)	19	-3	0	-3	-8	-1.9	-1	0	-2	3
CCN1CCc2nc(NC(=O)c3ccc4c(c3)OCCO4)sc2C1	1	-4	0	3	-3	0.2	-1	-4	-4	0
COc1ccc(CNC(=O)COC(=O)c2sccc2C)cc1OC	3	-3	6	-2	5	-0.1	-1	7	0	-1
CC(Sc1nnc(Nc2ccccc2F)s1)C(=O)NC1CC1 (stereo not given)	2	-3	0	5	-3	-2.0	6	4	5	3
CC1CCCC(N2CCN(S(=O)(=O)c3ccccc3)CC2)C1 (stereo not given)	18	2	0	4	13	0.1	0	6	-5	-2
Cc1ccc(C(=O)N2CCN(Cc3ccc4c(c3)OCO4)CC2)cc1S(=O)(=O)N1CCOCC1	-4	4	-1	-3	15	0.0	-1	5	-5	10
Cn1c(=O)c2c(-c3ccccc3)n(-c3cc(C(=O)O)ccc3O)cc2n(C)c1=O	5	2	3	-5	1	-1.6	1	.	1	10
C#CCN(C[C@H]1[C@H](OC(=O)NCC2CCCCC2)[C@H](OC(=O)NCC2CCCCC2)C[C@H]2C(=O)N(c3ccccc3)C(=O)[C@@H]12)S(=O)(=O)c1ccc(C)cc1	1	4	0	3	-12	-0.9	3	-24	22	-2
COc1ccccc1C1Nc2cccc3cccc(c23)N1	55*	-4	16	8	13	-13	-5	32	12	4
CC(C)CNS(=O)(=O)c1ccc(CCC(=O)NCCc2ccccc2)cc1	-3	-3	-1	7	-3	1.7	0	-1	-3	-3
CCOC(=O)c1c(C)[nH]c(C)c1C(=O)COC(=O)c1ccc(O)cc1	1	-6	-2	7	-1	0.0	6	-3	-1	1
COc1ccccc1CNc1nc2nc(C)c(Cl)c(=O)n2[nH]1	-9	1	4	-2	1	2.5	0	3	1	0
O=C(COC(=O)c1ccccc1C(=O)c1ccc(Cl)c([N+](=O)[O-])c1)NC1CC1	4	0	-2	5	8	2.2	-1	-2	0	3
COc1cc(C(=O)Nc2nc(-c3ccc(F)cc3)cs2)ccc1OCC(=O)N1CCOCC1	-18	-2	0	3	-13	-2.6	0	-20	3	-22

Next part:
SMILES	ABHD4 inh	Rev-erbA mod	PRMT1 FP inh	TCR CD3 inh	TDP2 inh	PG9 binder	LEDGF integ inh	HTRA1 inhibitor	rCAG binder	SIAE inh
CSCCC(=O)N1C(C)CCCC1C(=O)O (stereo not given)	3	-1	0	-4	4	0.7	-1	1	1	1
O=C(NCc1ccccn1)C1(C(F)(F)F)C/C(=C\CCO)CCCO1 (stereo not given)	1	-3	1	-2	1	0.2	1	-4	-1	7
Nc1ccn(Cc2ccccc2F)n1	11	0	3	3	-4	0.6	-2	2	-2	7
NC(=O)c1ccsc1NC(=O)COC(=O)/C=C/c1ccccc1[N+](=O)[O-]	0	-3	1	-4	-1	-2.0	3	-6	4	-4
COc1ccc(CC(=O)Nc2c3c(nn2C(C)(C)C)CS(=O)(=O)C3)cc1OC	11	-3	4	-1	-9	-1.0	-1	4	2	8
CCN(CC)CC(=O)NC1CC(C)(C)Cc2c1cnn2-c1ccc(F)cc1 (stereo not given)	2	-8	-6	1	13	-0.4	3	7	-11	-8
Cc1ccc(NC(=S)Nc2ccc(C(C)C)cc2)cc1S(=O)(=O)N1CCCCCC1	-56	7	7	22*	-2	0.1	-1	-63	14	-103
CCOC(=O)C1=C(CC)NC2=C(C(=O)CCC2)C1c1ccc(OC)c(OC)c1 (stereo not given)	0	-2	2	2	5	-1.0	1	-4	-4	1
CC(NCC(=O)Nc1cc(S(=O)(=O)N2CCOCC2)ccc1N1CCOCC1)c1ccco1 (stereo not given)	5	-1	4	-11	9	0.6	-4	2	5	1
CC(=O)Oc1ccc(NC(=O)Cc2ccccc2)c(C(=O)O)c1	-7	5	3	-4	0	0.9	3	6	2	5
Nc1nc(N)c2ncn(C3C=CC(CO)C3)c2n1 (stereo not given)	5	1	-2	-4	-4	-0.5	-5	.	1	3
COc1ccc(NC(=O)c2cc(-c3sc(NC(=O)c4ccccc4)nc3C)n(Cc3ccccc3)n2)cc1	-7	7	0	8	4	-0.2	5	.	10	-39
O=C(Nc1ccccc1)c1nsnc1C(=O)Nc1ccccc1	17	7	2	-8	-1	-0.2	-2	-21	3	-7
C[C@@H]1CN([C@@H](C)CO)C(=O)CCCn2cc(nn2)CO[C@H]1CN(C)C(=O)Nc1ccc(N2CCN(C)CC2)cc1	5	-5	1	-2	-8	-0.2	-3	.	-1	4
CC1CCCN(C(C(=O)Nc2ccc3c(c2)OCCO3)c2ccccc2)C1 (stereo not given)	-2	1	-2	3	-1	-0.6	0	-15	-6	-5
Cc1cccc(CSc2cn(CC(=O)N3CCOCC3)c3ccccc23)c1	-8	1	1	5	6	-1.7	-1	-2	-2	3

Screens deposited in PubChem by several laboratories.

Some of the compounds tested; rates above refer to the full screens.
